# M5 PAM – human M5 muscarinic receptor positive allosteric modulators, primary screen, CHO-K1 cells, Fluo-8 calcium fluorescence; activation, % at 3 µM; CHO-K1 hM5, ACh EC20 PAM; 0% = ACh EC20, 100% = ACh EC100; 0.3% of 360,000 active; AID 624038, 2012; Muscarinic acetylcholine receptor M5 (Homo sapiens), P08912;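 active = activation above the run cutoff, the mean activation of all test compounds plus 3 SD, cut at about 18% in these data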
# Target sequence (P08912 whole entry, looked up): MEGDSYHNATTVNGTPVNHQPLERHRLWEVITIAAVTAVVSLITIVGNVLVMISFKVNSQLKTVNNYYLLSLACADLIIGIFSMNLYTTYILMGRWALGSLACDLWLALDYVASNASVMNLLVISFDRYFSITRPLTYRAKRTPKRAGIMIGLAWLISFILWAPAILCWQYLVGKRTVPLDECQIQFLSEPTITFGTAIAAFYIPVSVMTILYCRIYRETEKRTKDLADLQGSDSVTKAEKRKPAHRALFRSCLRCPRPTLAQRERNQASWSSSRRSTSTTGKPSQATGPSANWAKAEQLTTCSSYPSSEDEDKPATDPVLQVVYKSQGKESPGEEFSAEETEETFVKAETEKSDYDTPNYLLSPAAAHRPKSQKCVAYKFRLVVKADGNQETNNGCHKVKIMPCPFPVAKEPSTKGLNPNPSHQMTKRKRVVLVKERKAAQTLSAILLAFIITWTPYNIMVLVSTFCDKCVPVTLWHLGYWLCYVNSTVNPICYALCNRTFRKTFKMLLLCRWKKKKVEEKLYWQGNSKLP
#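 System – CHO-K1 hM5 cells · Compound – 3 µM, single dose · Incubation – compound preincubation 140 s before EC20 acetylcholine addition · Technique – Fluo-8 calcium fluorescence · Measure – Max/basal fluorescence ratio as % of EC20–EC100 ACh window · Benchmarks – low control EC20 acetylcholine (0%), high control EC100 acetylcholine (100%) · Replication – singlicate, one well per test compound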
# CHO-K1 Ca PAM – nonselective calcium activators in parental CHO-K1 cells, primary screen, counter-screen for M1 PAM project, cell-based, Fluo-8 calcium fluorescence, full deck, 1536-well; ATP EC20; 0% at ATP EC20, 100% at ATP max; activation, % at 3 µM; 0.02% of 360,000 active; AID 602247, 2012;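 active = activation above the run cutoff, the mean activation of all test compounds plus 3 SD, cut at about 40% in these data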;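 also: peak over basal fluorescence ratio in a 140 s read after ATP addition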
# M4 ag – human M4 muscarinic receptor agonists, primary screen, CHO-K1 cells, Fluo-8 calcium fluorescence. Muscarinic acetylcholine receptor M4 (Homo sapiens), P08173. CHO-K1 hM4/Gqi5; vehicle 0%, full acetylcholine response 100%. activation, % at 3 µM. 0.14% of 360,000 active. AID 624127, 2012;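 active = activation above the run mean over all test wells plus 3 SD, cut at about 32% in these data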;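 also: peak over basal fluorescence ratio per well then scaled between controls; 0% = DMSO wells and 100% = acetylcholine at EC100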
# Target sequence (P08173 whole entry, looked up): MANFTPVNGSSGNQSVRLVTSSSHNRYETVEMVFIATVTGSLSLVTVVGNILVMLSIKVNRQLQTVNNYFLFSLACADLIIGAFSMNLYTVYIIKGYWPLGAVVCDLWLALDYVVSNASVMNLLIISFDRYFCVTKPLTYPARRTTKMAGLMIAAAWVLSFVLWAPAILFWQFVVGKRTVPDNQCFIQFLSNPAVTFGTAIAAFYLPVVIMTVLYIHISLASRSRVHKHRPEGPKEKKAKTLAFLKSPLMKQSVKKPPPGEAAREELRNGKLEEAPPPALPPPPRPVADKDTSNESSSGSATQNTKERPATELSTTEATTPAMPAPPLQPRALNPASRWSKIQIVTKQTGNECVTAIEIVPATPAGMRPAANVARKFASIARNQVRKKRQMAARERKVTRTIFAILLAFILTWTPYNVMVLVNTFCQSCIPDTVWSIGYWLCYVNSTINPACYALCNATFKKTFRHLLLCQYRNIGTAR
# CHRM5 agonist – human M5 muscarinic receptor agonists, primary screen, CHO-K1 cells, Fluo-8 calcium fluorescence. activation, % at 3 µM. AID 624037, 2012. 0.19% of 360,000 active. CHO-K1 hM5 cells; 0% DMSO wells, 100% maximal acetylcholine response. Muscarinic acetylcholine receptor M5 (Homo sapiens), P08912;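 active = activation above the run's mean over test compounds plus 3 SD, cut at about 23% in these data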;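 also: signal is peak over basal fluorescence ratio across the kinetic read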
# M4 antag – human M4 muscarinic receptor antagonists, primary screen, CHO cells, Fluo-8 calcium fluorescence; Muscarinic acetylcholine receptor M4 (Homo sapiens), P08173; CHO-hM4 cells, ACh EC80; inhibition, % at 3 µM; 0.73% of 360,000 active; AID 624125, 2012;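 active = inhibition above its plate's cutoff, the mean inhibition of sample wells plus 3 SD, cut at about 27% in these data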;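 also: 0% = acetylcholine EC80 with DMSO and 100% = DMSO without agonist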
# M4 PAM – human M4 muscarinic receptor positive allosteric modulators, primary screen, CHO-K1 cells, Fluo-8 calcium fluorescence; 0.4% of 360,000 active; CHO-K1 hM4/Gqi5, ACh EC20; 0% = ACh EC20, 100% = maximal ACh; Muscarinic acetylcholine receptor M4 (Homo sapiens), P08173; activation, % at 3 µM;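 active = activation above its plate's cutoff, the mean activation of sample wells plus 3 SD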; also: some results filed as inactive read as strong as hits
# CHRM5 antagonist – human M5 muscarinic receptor antagonists, primary screen, CHO cells, Fluo-8 calcium fluorescence; CHO-hM5 cells, ACh EC80; inhibition, % at 3 µM; 0.59% of 360,000 active; AID 624040, 2012;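 active = inhibition above a per-plate cutoff, the mean of that plate's test compounds plus 3 SD, cut at about 27% in these data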;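 also: 0% = acetylcholine EC80 with DMSO and 100% = DMSO without agonist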
# M1 ag parental – counter-screen for M1 agonists: effect in parental CHO-K1 cells; activation, % at 3 µM; 0.48% of 360,000 active; Fluo-8 calcium fluorescence; scaled to maximal ATP response, vehicle zero; AID 602248, 2012; in the data active = activation above about 15%;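 also: untransfected CHO-K1 host cells lacking M1 receptor as counterscreen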
# CHO-K1 Ca antag – M1 antagonist counterscreen hit in parental CHO-K1 cells. 0.6% of 360,000 active. inhibition, % at 3 µM. AID 602250. ATP-induced calcium, Fluo-8 fluorescence;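 active = inhibition above a per-plate cutoff, the plate's mean sample inhibition plus 3 SD, cut at about 24% in these data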;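 also: 0% = DMSO plus EC80 ATP and 100% = DMSO alone without ATP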
# * marks the source's active call; other numbers are inactive results; · = not tested or not shown; & = joins results of further samples.
[1] COc1cc(C2OC(=O)c3ccccc3S2)cc(OC)c1OC (stereo unspecified)
[2] CCN1CCN(C(=S)NCCOC)CC1
[3] Cc1ccc(C(=O)Nc2ccc(N3CCN(C)CC3)cc2)cc1
[4] O=C(Nc1ccc(NC(=S)NC(=O)C(c2ccccc2)c2ccccc2)cc1)c1ccccc1
[5] CS/C(=N\S(=O)(=O)c1cccs1)NC(=O)CSc1nc2ccccc2s1
[6] Fc1ccccc1-c1nc(-c2ccc(-c3nn[nH]n3)cc2)no1

screen / no.	1	2	3	4	5	6
M5 PAM	-2	-5	1	-13	-3&2	-1
CHO-K1 Ca PAM	20	24	7	11	15&4	5
M4 ag	1	1	1	1	1&0	2
CHRM5 agonist	0	-3	-2	-4	0&0	13
M4 antag	7	7	-5	12	-6&-6	23
M4 PAM	-11	-8	-1	-6	1&-1	-3
CHRM5 antagonist	8	-5	0	16	2&1	7
M1 ag parental	0.7	0.8	0.0	0.7	0.1&0.0	2.4
CHO-K1 Ca antag	-7	-16	-11	-7	-6&1	-9

[7] O=C(CN1C(=O)NC2(CCCC2)C1=O)OCc1ccccc1
[8] COc1ccccc1/C=C1/SC(=O)N(CCC(=O)Nc2ccc(S(=O)(=O)Nc3nccs3)cc2)C1=O
[9] CCO[C@@H]1OC(C(N)=O)=C[C@H](C2CCCCC2)[C@H]1CCCO
[10] COc1ccc(C(=O)NCC(=O)OCC(=O)NCc2ccco2)cc1
[11] Cc1cccc(C(=O)N[C@H](C(=O)Nc2ccc(C)c(S(=O)(=O)N3CCOCC3)c2)C(C)C)c1
[12] Cn1c(Br)nc2c1c(=O)n(Cc1ccccc1)c(=O)n2C

screen / no.	7	8	9	10	11	12
M5 PAM	1	7	6	-4	-2	7
CHO-K1 Ca PAM	-3	20	8	-5	22	14
M4 ag	1	1	4	2	3	1
CHRM5 agonist	-1	0	5	2	-5	4
M4 antag	7	10	-15	-6	0	4
M4 PAM	-3	0	7	9	-4	-3
CHRM5 antagonist	2	-1	-6	4	12	7
M1 ag parental	-0.1	0.0	0.1	0.3	0.7	0.9
CHO-K1 Ca antag	-3	-9	-10	-2	-5	-1

[13] COc1ccc(N2CCN(C(=O)c3oc4ccccc4c3NC(=O)Cc3ccc(OC)c(OC)c3)CC2)cc1
[14] COc1cc(Br)cc(/C=N/NC(=O)Cc2ccccc2)c1O
[15] CCc1ccc(C(=O)COC(=O)CCc2nc3ccccc3c(=O)[nH]2)cc1
[16] Cc1cccc(N2CCN(C3C(=O)Nc4ccccc4-n4nnnc43)CC2)c1C (stereo unspecified)
[17] CC1CCC(NC(=O)C(Cc2ccccc2)n2cccc2)CC1 (stereo unspecified)
[18] CC1CN(C(=O)C(c2ccccc2)c2ccccc2)CC(C)O1 (stereo unspecified)

screen / no.	13	14	15	16	17	18
M5 PAM	-3	2	0	7	1	-3
CHO-K1 Ca PAM	16	0	22	·	15	-5
M4 ag	2	3	4	14	-2	1
CHRM5 agonist	-3	0	1	12	-6	-3
M4 antag	-8	-2	-2	-4	1	10
M4 PAM	0	-8	1	0	-8	0
CHRM5 antagonist	6	7	-6	-5	5	5
M1 ag parental	0.5	1.5	5.5	·	0.0	-0.3
CHO-K1 Ca antag	-14	-6	-9	·	-7	10

# Limited to M4 PAM, CHRM5 antagonist and M1 ag parental (2 entries from above):
item | Compound | M4 PAM | CHRM5 antagonist | M1 ag parental
14 | COc1cc(Br)cc(/C=N/NC(=O)Cc2ccccc2)c1O | -8 | 7 | 1.5
15 | CCc1ccc(C(=O)COC(=O)CCc2nc3ccccc3c(=O)[nH]2)cc1 | 1 | -6 | 5.5

# (next part)
[19] CC(=O)Nc1cc(NC(C)=O)cc(C(=O)NC(C)(C)C)c1
[20] O=C(OCC(=O)N1CCN(C(=O)c2ccco2)CC1)c1ccc(Cl)cc1
[21] CCOc1cc(C(=S)N2CCCCC2)ccc1OCC(=O)NCc1ccccc1
[22] CCc1ccccc1N(CC(=O)N1CCN(c2ccccc2)CC1)S(C)(=O)=O
[23] COc1cccc(-c2sc3ccccc3c2-c2ccc(OCCN3CCCC3)cc2)c1
[24] Cc1c(Cl)cccc1NC(CC(=O)c1ccccc1)C(=O)O (stereo unspecified)

screen / no.	19	20	21	22	23	24
M5 PAM	2	-3	-3	1	-6	-3
CHO-K1 Ca PAM	24	1	10	9	10	31
M4 ag	0	0	5	5	4	0
CHRM5 agonist	0	6	6	-2	-6	-2
M4 antag	5	-8	2	1	13	6
M4 PAM	7	13	12	-6	4	-5
CHRM5 antagonist	-7	6	0	0	9	6
M1 ag parental	0.1	1.1	2.6	1.7	2.0	0.7
CHO-K1 Ca antag	-12	-7	-16	-9	-2	-16

[25] CCOc1ccc(CN2CCN(CC3CC3)CC2CCO)cc1 (stereo unspecified)
[26] Cn1ccsc1=NC(=O)c1cc(S(=O)(=O)N2CCOCC2)ccc1F
[27] COc1ccccc1CN1CCNC(=O)C1CC(=O)NCCc1cnccn1 (stereo unspecified)
[28] CC[C@H](C)[C@@H]1NC(=O)c2cc([N+](=O)[O-])cc(F)c2OCC[C@@H](C(N)=O)NC(=O)[C@H](CCCCN)NC1=O
[29] O=C(N/N=C1/CCS(=O)(=O)c2ccc(F)cc21)c1cccnc1
[30] COc1ccc(Cc2nn3c(-c4cc(OC)c(OC)c(OC)c4)nnc3s2)cc1

screen / no.	25	26	27	28	29	30
M5 PAM	4	2	-2	9	2	-4
CHO-K1 Ca PAM	9	1	-3	-15	14	16
M4 ag	0	1	1	0	1	3
CHRM5 agonist	-7	3	2	2	-1	0
M4 antag	3	-3	11	-17	-2	2
M4 PAM	-4	-1	2	24	0	-1
CHRM5 antagonist	11	-2	0	-2	8	3
M1 ag parental	0.5	1.1	0.5	-0.5	0.4	1.5
CHO-K1 Ca antag	1	-3	5	0	-14	-2

[31] CC(C)(C)c1ccc(C(=O)NCC(=O)N/N=C/c2cccs2)cc1
[32] Cc1nc2sc3c(c2c(=O)o1)CCCC3
[33] COc1ccc(/C=N\NC(=S)SCN2C(=O)C3CCC(C)(C2=O)C3(C)C)cc1 (stereo unspecified)
[34] Nc1cc(=O)nc(SCC(=O)NCc2ccccc2)n1CCc1ccccc1
[35] CCNC(=O)CON=C1c2ccccc2-c2ccccc21
[36] Cc1ccc(C)c(-c2nnc(NC(=O)Cc3ccccc3)o2)c1

screen / no.	31	32	33	34	35	36
M5 PAM	4	-1	-4	7	-4	-8
CHO-K1 Ca PAM	14	9	-2	28	-7	-4
M4 ag	2	0	-1	1	2	0
CHRM5 agonist	-4	-4	-2	-2	-6	-3
M4 antag	3	-4	10	-14	-20	0
M4 PAM	7	5	-2	13	11	-4
CHRM5 antagonist	-3	-11	3	-12	1	24
M1 ag parental	1.6	0.2	2.1	0.2	-0.2	0.2
CHO-K1 Ca antag	-3	-12	14	-10	7	-6

[37] Cc1cc(C)n(C(=O)/C=C/c2cccs2)n1
[38] Cc1ccc(CNc2nc3ccccc3n2C)cc1
[39] Oc1cccc(CN2CCN(c3ncc(Cc4ccccc4)cn3)CC2)c1
[40] Fc1ccccc1CSc1nc2ncc(Br)cc2[nH]1
[41] COc1ccc(/C=N/c2oc(-c3ccccc3)cc2C#N)cc1OC
[42] CC(C)(C)n1nnnc1C(c1ccc(C(F)(F)F)cc1)N(Cc1ccc(F)cc1)Cc1ccco1 (stereo unspecified)

screen / no.	37	38	39	40	41	42
M5 PAM	-19	6	-10	-4	-8	0
CHO-K1 Ca PAM	-9	-18	·	11	8	8
M4 ag	14	0	17	3	0	0
CHRM5 agonist	1	-5	5	-6	-5	-1
M4 antag	11	6	-5	-1	-4	9
M4 PAM	-11	-3	-9	14	0	-6
CHRM5 antagonist	15	9	9	7	3	1
M1 ag parental	2.6	0.5	·	1.6	0.6	0.9
CHO-K1 Ca antag	4	11	·	-12	2	-1

# Values by screen from the list.
# Entries 37 to 42 in CHRM5 agonist: 1, -5, 5, -6, -5, -1

# (further entries)
[43] CCOc1ccc(NC(=O)CN(C)CC(=O)NC2CCCc3ccccc32)cc1OCC (stereo unspecified)
[44] COCCNc1nc(-c2cc(-c3ccc(Cl)cc3)on2)cc(C(C)C)n1
[45] C/C(=N\NC(=S)NCc1ccccc1)c1ccccc1
[46] O=C(CSc1nnc(COc2ccccc2)o1)Nc1ccc(F)cc1
[47] CCCCn1c(CNC(=O)Cc2ccccc2)nc2ccccc21
[48] Cc1ccccc1SCC(=O)Nc1cc(S(=O)(=O)N2CCOCC2)ccc1N1CCOCC1

screen / no.	43	44	45	46	47	48
M5 PAM	-2	9	-2	-1	-4	-4
CHO-K1 Ca PAM	10	15	7	10	24	14
M4 ag	1	1	0	3	1	4
CHRM5 agonist	-2	-3	-4	-3	1	1
M4 antag	-6	6	2	-5	1	-1
M4 PAM	-3	-2	-4	4	3	-7
CHRM5 antagonist	-1	2	-1	7	-1	9
M1 ag parental	-0.1	1.0	0.7	8.7	0.4	2.2
CHO-K1 Ca antag	-2	-12	-2	-4	-10	-10

[49] C(=N\Nc1nc(-c2ccccc2)cs1)/c1ccncc1
[50] CCSCCOC(=O)C1=C(C)NC(=O)NC1c1ccc2c(c1)OCO2 (stereo unspecified)
[51] COc1ccccc1-n1c(SCC(=O)N2CCCC2)nc2cccnc21
[52] C/C(=C\C(=O)N1CCc2ccccc21)C(=O)O
[53] CCOc1ccccc1N1CCN(C(=S)NCc2ccc(Cl)cc2)CC1
[54] Cc1ccc(CNS(=O)(=O)c2ccc3c(c2)n(C)c(=O)c(=O)n3C)cc1

screen / no.	49	50	51	52	53	54
M5 PAM	-8	2	-7	4	-15	9
CHO-K1 Ca PAM	22	12	10	0	13	1
M4 ag	4	1	0	1	12	2
CHRM5 agonist	0	0	-1	-5	3	-4
M4 antag	-2	-6	6	4	-2	2
M4 PAM	0	3	0	-2	-14	2
CHRM5 antagonist	6	-8	5	-1	20	1
M1 ag parental	0.8	0.3	-0.1	-0.4	18*	-0.6
CHO-K1 Ca antag	-9	-1	-8	-8	-3	3

[55] Cc1ccc(N(Cc2cc3ccccc3[nH]c2=O)S(=O)(=O)c2ccccc2)cc1
[56] Cn1cc(S(=O)(=O)CC(=O)N2CCCc3ccccc32)c2ccccc21
[57] CC[C@]12C(=O)N(C)C[C@H]([C@@H]3C(=O)N(C)C(=O)[C@@H]31)N2C(=O)c1ccc(C)cc1
[58] COC(=O)C(O)(CC(=O)Nc1ccc(Cl)cc1Cl)C(F)(F)F (stereo unspecified)
[59] CN(C(=O)c1cccs1)C1(C)CCS(=O)(=O)C1 (stereo unspecified)

screen / no.	55	56	57	58	59
M5 PAM	1	-6	-5	3	-3
CHO-K1 Ca PAM	11	10	10	22	3
M4 ag	2	4	1	1	0
CHRM5 agonist	1	1	1	-1	-4
M4 antag	-5	8	-1	10	2
M4 PAM	1	0	9	0	-2
CHRM5 antagonist	0	5	6	-5	11
M1 ag parental	0.6	0.9	0.6	1.8	0.8
CHO-K1 Ca antag	-13	18	-12	-6	-8

# From PubChem BioAssay
